CHRM4 antagonist – human M4 muscarinic receptor antagonists, primary screen, CHO cells, Fluo-8 calcium fluorescence | actives 0.73% (n = 360,000) | CHO-hM4 cells, ACh EC80 | inhibition, % at 3 µM;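 active = inhibition above its plate's cutoff, the mean inhibition of sample wells plus 3 SD, cut at about 27% in these data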;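 note: 0% = acetylcholine EC80 with DMSO and 100% = DMSO without agonist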
Target sequence (P08173 whole entry, looked up): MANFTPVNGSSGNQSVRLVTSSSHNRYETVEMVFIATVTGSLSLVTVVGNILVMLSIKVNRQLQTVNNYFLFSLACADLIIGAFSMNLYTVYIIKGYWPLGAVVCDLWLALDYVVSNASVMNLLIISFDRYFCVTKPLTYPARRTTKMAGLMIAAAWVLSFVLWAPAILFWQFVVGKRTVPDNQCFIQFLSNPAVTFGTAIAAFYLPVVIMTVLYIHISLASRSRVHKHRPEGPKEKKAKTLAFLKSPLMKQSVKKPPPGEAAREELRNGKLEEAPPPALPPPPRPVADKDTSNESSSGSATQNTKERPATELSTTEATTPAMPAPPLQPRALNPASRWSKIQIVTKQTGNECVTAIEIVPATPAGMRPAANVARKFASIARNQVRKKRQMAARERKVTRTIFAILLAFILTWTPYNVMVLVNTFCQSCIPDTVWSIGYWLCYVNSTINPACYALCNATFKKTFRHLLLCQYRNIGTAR
M5 ag – human M5 muscarinic receptor agonists, primary screen, CHO-K1 cells, Fluo-8 calcium fluorescence | actives 0.19% (n = 360,000) | AID 624037, 2012 | activation, % at 3 µM | CHO-K1 hM5 cells; 0% DMSO wells, 100% maximal acetylcholine response | Muscarinic acetylcholine receptor M5 (Homo sapiens), P08912;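 active = activation above the run's mean over test compounds plus 3 SD, cut at about 23% in these data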;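 note: signal is peak over basal fluorescence ratio across the kinetic read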
CRFR2-BP ag – agonists of CRF-BP/CRF-R2 complex, primary screen, cell-based, HEK293, calcium dye fluorescence, uHTS. CRF-binding protein / CRF receptor 2 complex (human). calcium dye fluorescence (FLIPR); percent of saturating CRF peptide response. activation, % at 13.2 µM. actives 0.46% (n = 350,000);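 active = activation of at least 50%, plus an integration ratio under a set limit after plate pattern correction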;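 note: plate controls were neutral control wells without compound for no effect and CRF at EC100 for full effect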
CHRM4 agonist – human M4 muscarinic receptor agonists, primary screen, CHO-K1 cells, Fluo-8 calcium fluorescence | CHO-K1 hM4/Gqi5; vehicle 0%, full acetylcholine response 100% | activation, % at 3 µM | actives 0.14% (n = 360,000) | AID 624127, 2012;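 active = activation above the run mean over all test wells plus 3 SD, cut at about 32% in these data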;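 note: peak over basal fluorescence ratio per well then scaled between controls; 0% = DMSO wells and 100% = acetylcholine at EC100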
M5 antag – human M5 muscarinic receptor antagonists, primary screen, CHO cells, Fluo-8 calcium fluorescence; inhibition, % at 3 µM; AID 624040, 2012; actives 0.59% (n = 360,000); Muscarinic acetylcholine receptor M5 (Homo sapiens), P08912; CHO-hM5 cells, ACh EC80;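 active = inhibition above a per-plate cutoff, the mean of that plate's test compounds plus 3 SD, cut at about 27% in these data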;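 note: 0% = acetylcholine EC80 with DMSO and 100% = DMSO without agonist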
CHRM5 PAM – human M5 muscarinic receptor positive allosteric modulators, primary screen, CHO-K1 cells, Fluo-8 calcium fluorescence. Muscarinic acetylcholine receptor M5 (Homo sapiens), P08912. CHO-K1 hM5, ACh EC20 PAM; 0% = ACh EC20, 100% = ACh EC100. activation, % at 3 µM. actives 0.3% (n = 360,000);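 active = activation above the run cutoff, the mean activation of all test compounds plus 3 SD, cut at about 18% in these data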
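Probe or stimulus: acetylcholine, EC20 level; Assay system: human M5 receptor in CHO-K1 cells; Schedule: compound preincubation 140 s before EC20 acetylcholine addition; Technique: intracellular calcium via Fluo-8 fluorescence; Dosing: single-point, 3 µM nominal; Read-out basis: percent activation from peak-over-basal fluorescence ratio, scaled EC20-to-EC100 acetylcholine; Repeats: one well per compound, no replicates.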
M4 PAM – human M4 muscarinic receptor positive allosteric modulators, primary screen, CHO-K1 cells, Fluo-8 calcium fluorescence | Muscarinic acetylcholine receptor M4 (Homo sapiens), P08173 | CHO-K1 hM4/Gqi5, ACh EC20; 0% = ACh EC20, 100% = maximal ACh | activation, % at 3 µM | actives 0.4% (n = 360,000) | AID 624126, 2012;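 active = activation above its plate's cutoff, the mean activation of sample wells plus 3 SD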; note: some results filed as inactive read as strong as hits
CHRM1 PAM – human M1 muscarinic receptor positive allosteric modulators, primary screen, CHO-K1 cells, Fluo-8 calcium fluorescence, 1536-well; Muscarinic acetylcholine receptor M1 (Homo sapiens), P11229; CHO-K1 hM1, ACh EC20; 0% = ACh EC20, 100% = maximal ACh; activation, % at 3 µM; actives 0.088% (n = 360,000); AID 588819, 2011; in the data active = activation above about 19%, passing the limit was not always enough
Target sequence (P11229 whole entry, looked up): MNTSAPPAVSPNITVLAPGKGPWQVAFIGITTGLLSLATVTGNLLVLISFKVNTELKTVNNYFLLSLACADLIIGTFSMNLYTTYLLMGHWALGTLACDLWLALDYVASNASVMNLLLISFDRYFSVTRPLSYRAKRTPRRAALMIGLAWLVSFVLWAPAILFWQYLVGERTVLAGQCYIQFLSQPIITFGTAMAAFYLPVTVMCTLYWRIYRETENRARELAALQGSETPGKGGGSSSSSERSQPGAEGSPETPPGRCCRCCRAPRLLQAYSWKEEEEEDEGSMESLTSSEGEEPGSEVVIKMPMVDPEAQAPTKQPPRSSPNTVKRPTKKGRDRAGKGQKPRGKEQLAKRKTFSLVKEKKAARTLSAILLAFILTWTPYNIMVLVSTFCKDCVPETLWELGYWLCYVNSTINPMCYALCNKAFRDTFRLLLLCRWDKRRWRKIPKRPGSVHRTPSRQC
CRFBP-R2 block – antagonists of CRF-BP/CRF-R2 complex, primary screen, cell-based, HEK293, calcium dye fluorescence, uHTS; AID 588475, 2011; actives 0.59% (n = 350,000); CRF-induced calcium fluorescence; inhibition, % at 11.8 µM;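 active = inhibition of the ligand-induced calcium signal above about 50% at the single tested concentration, limit read from the data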
* hit, by the source's call; · = not tested or not shown.

SMILES	CHRM4 antagonist	M5 ag	CRFR2-BP ag	CHRM4 agonist	M5 antag	CHRM5 PAM	M4 PAM	CHRM1 PAM	CRFBP-R2 block
CC1CCN(c2nc3c(c(=O)n(C)c(=O)n3C)n2CCSc2ncccn2)CC1	7	1	7.8	0	-3	-1	-8	4	-16
COc1ccccc1CNC(=O)C1CCN(S(=O)(=O)c2cccc3nonc23)CC1	-8	-3	-0.2	3	2	-1	-4	11	-16
CCN(Cc1cc2ccccc2[nH]c1=O)S(=O)(=O)c1ccccc1	-16	1	-0.9	6	1	-11	8	0	-39
COc1ccc(C(=O)Nc2ccc(NC(=O)c3cnccn3)cn2)cc1	-1	1	0.4	2	-5	0	1	3	10
COc1ccc(OC)c(-c2cc(C(=O)N/N=C/c3cc(OC)c(OC)cc3OC)c3ccccc3n2)c1	-10	1	0.5	1	2	0	-1	3	9
Cn1cnc([N+](=O)[O-])c1NC(C)(C)C	8	-2	-0.7	0	11	0	-5	-4	-18
Cc1csc(SCC(=O)N(C)CC(=O)Nc2ccccc2Cl)n1	-5	2	0.4	0	2	2	3	2	-6
Nc1nc(SCC(=O)N2N=C3/C(=C/c4ccco4)CCCC3C2c2ccco2)n[nH]1 (configuration not stated)	0	-5	-1.7	1	-5	-6	3	-1	-10
Nc1nc2nccc(-c3ccccn3)n2n1	-9	-2	2.8	1	-8	15	-1	-5	-11
Cc1ccc(-n2c(O)c(C=Nc3cc(C)on3)c3ccccc3c2=O)c(C)c1	-3	-4	-1.4	0	-6	-4	-1	7	-37
COC(=O)[C@]1(Cc2ccccc2)N[C@H](CN(C)C(=O)Nc2ccc(OC)cc2)[C@@H]2C(=O)N(C)C(=O)[C@@H]21	-3	-1	0.9	1	-4	-6	1	7	-5
CC(=O)Nc1ccc(NC(=O)COC(=O)c2cc(S(=O)(=O)N(C)C)ccc2N2CCCC2)cc1	-8	-2	0.5	0	-4	1	-1	7	2
O=C(N/N=C/c1cc2c(cc1Cl)OCO2)c1ccncc1	-2	0	0.7	0	7	0	-4	0	13
O=C(C1CC(=O)N(c2ccc(F)cc2)C1)N1CCCCC1 (configuration not stated)	7	-2	3.7	-1	6	0	-8	2	5
COC(=O)Cc1c(C)nc2nc(NCc3c(F)cccc3Cl)[nH]n2c1=O	-11	-2	-0.2	0	-2	12	24	5	1
COc1cccc(CNC(=O)C2CCC(=O)N(CCc3cccc(F)c3)C2)c1 (configuration not stated)	0	-2	0.0	1	-2	-5	-1	-8	5
Cc1ccccc1-c1nc2cc(N)ccc2o1	-7	-3	1.2	0	3	0	6	7	14
Cn1cnnc1SCC(=O)NCc1cccc(C(F)(F)F)c1	-5	1	0.3	1	2	-2	9	8	8
Cc1ccc(S(=O)(=O)N2CCC(C(=O)N(C)C3CCS(=O)(=O)C3)CC2)cc1 (configuration not stated)	-2	-3	-0.9	1	-2	10	12	5	4
CCC(C)COC(=O)C(C#N)c1nc2ccccc2nc1N1CCCCC1 (configuration not stated)	-6	-2	4.1	0	3	-5	20	8	-12
O=C(Nc1ccc(Oc2ccc(NC(=O)Nc3ccccc3Cl)cc2)cc1)Nc1ccccc1Cl	-5	-8	2.2	0	2	1	6	15	7
CC(=O)c1c(C)[nH]c(C(=O)NCc2ccccc2F)c1C	3	-2	0.2	4	15	-5	-3	7	-11
CC(=O)N1CCc2cc(Br)cc(S(=O)(=O)NCCCN3CCCC(C)C3)c21 (configuration not stated)	4	-5	0.4	0	-3	1	1	5	-17
O=C(COc1ccccc1)N1CCN(S(=O)(=O)c2cccc([N+](=O)[O-])c2)CC1	-11	-1	1.8	1	3	3	-8	1	-14
C[C@@H]1CN([C@@H](C)CO)C(=O)c2cc(Br)cnc2O[C@H]1CN(C)C(=O)C1CC1	-12	-1	0.9	1	-10	-2	5	4	0

Sorted by value in CHRM4 antagonist (high to low): 3 of the compounds above
| smiles | CHRM4 antagonist |
| --- | --- |
| COc1ccc(C(=O)Nc2ccc(NC(=O)c3cnccn3)cn2)cc1 | -1 |
| COc1ccc(OC)c(-c2cc(C(=O)N/N=C/c3cc(OC)c(OC)cc3OC)c3ccccc3n2)c1 | -10 |
| O=C(COc1ccccc1)N1CCN(S(=O)(=O)c2cccc([N+](=O)[O-])c2)CC1 | -11 |

Continued:
SMILES	CHRM4 antagonist	M5 ag	CRFR2-BP ag	CHRM4 agonist	M5 antag	CHRM5 PAM	M4 PAM	CHRM1 PAM	CRFBP-R2 block
COc1ccc(-c2ccc3c(c2)C2CC3CCN2C(=O)C2CCCCC2)cc1 (configuration not stated)	15	1	3.3	1	15	-9	-11	-15	-4
Cc1ccc(NC(=S)NCC23C=CC(O2)C2C(=O)N(c4ccc(C)cc4)C(=O)C23)cc1 (configuration not stated)	3	-4	0.6	0	-3	-2	2	7	-14
O=c1[nH]c(=S)[nH]c(O)c1/C=C1\C=Nc2ccccc21	-15	3	11	3	-4	3	11	7	-41
Cc1[nH]n(-c2ccccc2)c(=O)c1C(C[N+](=O)[O-])c1ccc(F)cc1 (configuration not stated)	1	0	2.5	2	-8	8	2	10	-14
OCCC1CN(Cc2ccc(C(F)(F)F)cc2)CCN1Cc1ccccc1 (configuration not stated)	0	-5	0.7	4	11	-3	-5	6	-10
COc1cc2c(=O)n(CC3CCCO3)c(=O)n(CC(=O)Nc3ccccc3)c2cc1OC (configuration not stated)	-6	0	-1.5	-1	6	-5	-8	-6	6
O=C(Cn1c(=O)oc2ccccc21)Nc1nc(-c2ccccc2)cs1	9	-1	-0.7	6	2	-7	-7	-9	-6
O=C(c1cc2cc(Br)ccc2oc1=O)N1CCN(c2ccccn2)CC1	-10	2	0.5	1	-8	1	-1	10	-15
CC(OC(=O)c1ccc2c(c1)C(=O)N(Cc1ccncc1)C2=O)C(=O)Nc1cccc(Cl)c1Cl (configuration not stated)	-4	4	1.1	4	-2	0	-12	3	0
CC(C)(C)c1nnc(N/N=C/c2ccccc2O)n(N)c1=O	-8	4	-1.9	9	-1	-9	-12	-17	-25
Cc1nc(C)c(CCNC(=O)c2cccc(Cl)c2)s1	5	-1	0.2	2	2	-8	-4	10	2
CSc1nc2c(c(=O)[nH]1)CCCC2	10	-6	-0.3	0	1	8	1	3	-5
Cc1ccc(/C=N/NC(=O)CSc2nc3ccccc3o2)cc1	5	-4	2.4	0	4	-3	-4	4	-39
Cn1cnnc1SCc1ccc(C(=O)N=Nc2c(O)n(Cc3ccc(Cl)cc3)c3ccccc23)cc1	2	-2	-1.6	4	3	-7	-17	-15	11
COC(=O)CSc1nc(SCc2ccc(C)cc2)nc2c1CCCC2	-11	-4	2.8	0	-6	-3	2	4	2
Cc1ccccc1-c1nc(-c2ccc(NC(=O)c3ccc(Br)o3)cc2)no1	2	1	-1.9	1	-18	7	0	-1	-21
O=C(/C=C/c1cccs1)NC(=S)Nc1ccc(S(=O)(=O)Nc2ccccc2C(F)(F)F)cc1	1	-2	0.6	4	15	-26	-33	-4	7
Cc1ccc2[nH]c(=O)c(CN(Cc3nnnn3Cc3ccccc3)C3CCCC3)cc2c1	11	0	0.7	4	14	-6	-4	-5	-13
CC(=O)/C(N=Nc1cc(C)ccc1O)=C(\C)O	11	2	9.3	18	20	-17	-7	-16	-27
COC(=O)c1sccc1NC(=O)c1ccccc1Br	-6	5	-7.3	0	8	-1	-3	9	29
O=C(Nc1cccc(Cl)c1)C1COc2ccccc2O1 (configuration not stated)	-7	-7	-3.3	0	-2	0	-6	0	4
Cc1cc(C)c2c(N)c(C(=O)c3ccc(Cl)cc3Cl)sc2n1	-9	0	2.9	9	-3	-4	-5	-9	-9
COc1cc(OC)cc(C(=O)OCC(=O)N2CCCC2)c1	-16	-5	0.7	1	6	0	-6	11	-4
CCc1nc(SCc2ccccc2)n[nH]1	-1	2	0.9	1	-3	6	0	-1	11
CCC(=O)N1CCc2cc(S(=O)(=O)NC(C(=O)N3CCc4ccccc4C3)C(C)C)ccc21 (configuration not stated)	10	-1	-1.2	0	-9	1	-7	5	12

Next section
SMILES	CHRM4 antagonist	M5 ag	CRFR2-BP ag	CHRM4 agonist	M5 antag	CHRM5 PAM	M4 PAM	CHRM1 PAM	CRFBP-R2 block
CCCCN(CCCC)CCNC(=O)CN1C(=O)CSc2ccc(S(=O)(=O)N3CCOCC3)cc21	9	-10	3.5	0	18	-19	-8	-24	-5
CC(C)(C)NC(=O)CN1CCCN(C(=O)c2cccc(S(=O)(=O)N3CCc4ccccc43)c2)CC1	5	-6	-2.0	2	2	0	-1	0	15
O=C(Nc1cccc2ccccc12)c1csc(COCCO)n1	2	4	·	2	5	-1	-1	-1	·
CCCCC(=O)Nc1ccc(C(=O)NCCCn2ccnc2)cc1	4	-4	-0.6	0	-5	2	6	6	7
O=C(/C=C/c1ccc(OCc2cccc(Cl)c2)cc1)N1CCOCC1	1	1	-0.4	16	10	-18	-10	-4	-5
NNc1nc2c(Cl)ccc(Cl)c2s1	16	0	-0.8	1	3	-2	-10	1	-40
O=C(NCCCn1ccnc1)/C(=C\c1cccs1)NC(=O)c1ccccc1	5	0	-0.4	-1	1	0	-4	10	5

Some of these compounds in order of number of heavy atoms, low to high:
SMILES	CHRM4 antagonist	M5 ag	CRFR2-BP ag	CHRM4 agonist	M5 antag	CHRM5 PAM	M4 PAM	CHRM1 PAM	CRFBP-R2 block
NNc1nc2c(Cl)ccc(Cl)c2s1	16	0	-0.8	1	3	-2	-10	1	-40
O=C(Nc1cccc2ccccc12)c1csc(COCCO)n1	2	4	·	2	5	-1	-1	-1	·
CCCCC(=O)Nc1ccc(C(=O)NCCCn2ccnc2)cc1	4	-4	-0.6	0	-5	2	6	6	7
O=C(/C=C/c1ccc(OCc2cccc(Cl)c2)cc1)N1CCOCC1	1	1	-0.4	16	10	-18	-10	-4	-5
O=C(NCCCn1ccnc1)/C(=C\c1cccs1)NC(=O)c1ccccc1	5	0	-0.4	-1	1	0	-4	10	5
CCC(=O)N1CCc2cc(S(=O)(=O)NC(C(=O)N3CCc4ccccc4C3)C(C)C)ccc21 (configuration not stated)	10	-1	-1.2	0	-9	1	-7	5	12
CC(C)(C)NC(=O)CN1CCCN(C(=O)c2cccc(S(=O)(=O)N3CCc4ccccc43)c2)CC1	5	-6	-2.0	2	2	0	-1	0	15

Compound activity as filed in PubChem BioAssay.
